# Screening results as filed in PubChem.
# N370S GC mod – inhibitors or activators of N370S glucocerebrosidase for Gaucher disease; 0.092% of 330,000 active; Potency, µM (top dose mostly 59.4 µM), inactives show at the highest dose activity change, negative = inhibition, most hits filed as inhibitors; AID 2101; P04062; N370S GC spleen homogenate, 4MU-glucoside fluorescence;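 also: 0% = full enzyme activity and -100% = no enzyme basal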
# TDP1 block – blocks human tyrosyl-DNA phosphodiesterase 1; Potency, µM (series often up to 130 µM), inactives show at the highest dose activity change, negative = inhibition, most hits filed as inhibitors; Q9NUW8; AID 485290; 0.28% of 350,000 active; recombinant TDP1, AlphaScreen DNA substrate cleavage; also: nearly all actives have a fitted effect of over 40% in size
# Target sequence (Q9NUW8 whole entry, looked up): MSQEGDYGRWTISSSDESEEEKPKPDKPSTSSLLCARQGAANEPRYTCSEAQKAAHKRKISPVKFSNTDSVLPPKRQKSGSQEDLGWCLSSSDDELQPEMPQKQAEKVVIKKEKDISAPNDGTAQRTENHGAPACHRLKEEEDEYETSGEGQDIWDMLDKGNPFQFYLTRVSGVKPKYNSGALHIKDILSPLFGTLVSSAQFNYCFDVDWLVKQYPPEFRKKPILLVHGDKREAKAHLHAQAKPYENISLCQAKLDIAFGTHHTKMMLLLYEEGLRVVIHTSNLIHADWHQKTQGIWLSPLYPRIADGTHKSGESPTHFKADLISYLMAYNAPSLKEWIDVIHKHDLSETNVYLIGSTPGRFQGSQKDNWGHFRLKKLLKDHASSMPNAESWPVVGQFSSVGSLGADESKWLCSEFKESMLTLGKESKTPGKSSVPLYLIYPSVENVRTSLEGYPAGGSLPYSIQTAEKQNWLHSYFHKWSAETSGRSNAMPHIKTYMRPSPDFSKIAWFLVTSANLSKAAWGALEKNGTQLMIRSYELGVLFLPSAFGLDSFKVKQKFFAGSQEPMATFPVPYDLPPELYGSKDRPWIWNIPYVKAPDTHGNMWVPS
#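 Enzyme-compound mixtures sat 15 min at room temperature, followed by a 5 min reaction with 15 nM final substrate and 10 min with AlphaScreen beads. Recombinant human Tdp1 was used at 1 nM final.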
# The depositor's hits bear a star; ? = inconclusive; . = not tested or not shown; [ ] = another dose, or the depositor's remark. Calls follow the shape of the dose curve; as a rule, active = well fitted curve in the direction sought with a large enough effect; inconclusive = small, poorly fitted or top-dose-only effect, or another doubt; inactive = no such curve, though single readings can be large; an effect the other way counts as inactive or inconclusive. Unless noted, % is scaled to controls: 0 for no effect and ±100 for the full control effect; potency is read from the fitted curve at half-maximal effect. Some of the compounds tested; the hit share may differ from the screen's.
SMILES,N370S GC mod,TDP1 block
CC[C@H](C)[C@H](NC(=O)[C@H](CC(=O)O)NC(=O)[C@H](CC(C)C)NC(=O)[C@H](Cc1cnc[nH]1)NC(=O)[C@H](C)NC(=O)[C@H](Cc1ccccc1)NC(=O)[C@H](Cc1ccc(O)cc1)NC(=O)[C@@H](NC(=O)[C@H](C)NC(=O)[C@H](CCC(=O)O)NC(=O)[C@H](CCCCN)NC(=O)[C@H](CC(=O)O)NC(=O)[C@H](CCSC)NC(=O)[C@H](CC(C)C)NC(C)=O)C(C)C)C(=O)N[C@H](C(=O)N[C@@H](Cc1c[nH]c2ccccc12)C(=O)O)[C@@H](C)CC,-4.8%,.
Cc1nc2cnc(N3CCOCC3)nc2n(CCc2ccccc2)c1=O,8.6%,.
COCCn1c(=O)c(-c2cc(F)cc(F)c2)nc2cnc(Oc3ccc(OC)cc3)nc21,-3.0%,.
COC/C=C/C1=CC2=CC(=O)C(C)(OC(=O)c3ccc(Cl)nc3)C(=O)C2=CO1 (stereo not drawn),-7.6%,.
O=c1c(-c2ccccc2)nc2cncnc2n1Cc1ccccc1Cl,0.3%,.
Cc1cccc(CNc2ncncc2-c2ccccc2Cl)c1,-12.8%,.
O=S(=O)(c1ccccc1)N1CCC2(CC1)CN(Cc1nccs1)C2,-6.7%,.
Cc1ccccc1-c1cncnc1NCc1cccs1,-5.3%,.
O=C(c1csnn1)N1CCC2(CCCN(Cc3cc(C(F)(F)F)cc(C(F)(F)F)c3)C2)CC1,-18.9%,.
Cn1cccc1C(=O)N1CCC2(CCCN(c3ncccn3)C2)CC1,-5.8%,.
COc1ccc(-n2c(=O)c(C)nc3cnc(Oc4ccccc4)nc32)cc1,-1.7%,.
CN1CCN(c2ncc3nc(-c4cc(F)cc(F)c4)c(=O)n(CCC#N)c3n2)CC1,3.7%,.
Cn1cc(-c2nc3cnc(N4CCNCC4)nc3n(Cc3ccc(F)cc3)c2=O)c2ccccc21,-17.6%,.
CN1CCN(c2ncc3nc(-c4ccccc4)c(=O)n(Cc4cccs4)c3n2)CC1,?,.
COc1cccc(Cn2c(=O)c(C)nc3cnc(OC)nc32)c1,2.7%,.
COc1ccc2[nH]cc(CCNc3ccnc(-c4ccccc4Cl)n3)c2c1,?,.
Cc1ccc(NC(=O)c2ccc3ncsc3c2)cc1S(=O)(=O)N(C)C,-15.3%,.
O=C(OC1Cc2c(O)cc(O)cc2OC1c1cc(O)c(O)c(O)c1-c1c(C2Oc3cc(O)cc(O)c3CC2OC(=O)c2cc(O)c(O)c(O)c2)cc(O)c(O)c1O)c1cc(O)c(O)c(O)c1 (stereo not drawn),11.0%,.
COCCn1c(=O)c(-c2ccc(OC)cc2)nc2cnc(Nc3ccccc3)nc21,-1.7%,.
Cn1cccc1C(=O)N1CCC2(CC1)CN(c1ccncc1)C2,8.8%,.
O=c1c(-c2cccs2)nc2cnc(N3CCOCC3)nc2n1Cc1ccc(F)cc1,2.0%,.
COc1ccccc1CNc1ccnc(-c2ccccc2Cl)n1,?,.
COc1ccccc1-c1cc(NCc2cnc(C)cn2)ncn1,-0.3%,.
CN1CCN(c2ncc3nc(-c4cc(F)cc(F)c4)c(=O)n(C4CC4)c3n2)CC1,-2.7%,.
Cc1ccccc1-c1cncnc1Nc1ccccc1,13.1%,.

# Whole records as entered above:
# Cn1cccc1C(=O)N1CCC2(CCCN(c3ncccn3)C2)CC1 is listed with N370S GC mod: -5.8%; TDP1 block: .
# COc1ccccc1-c1cc(NCc2cnc(C)cn2)ncn1 is listed with N370S GC mod: -0.3%; TDP1 block: .

# Carrying on.
SMILES,N370S GC mod,TDP1 block
COc1ccccc1CN1CCC2(CC1)CCN(S(=O)(=O)c1ccccc1)CC2,3.3%,.
Cc1cccc(-c2ccc3ncnc(NCc4cc(C)cs4)c3c2)c1,-0.4%,.
CN(Cc1ccco1)c1ncncc1-c1cccc(C#N)c1,9.4%,.
c1cncc(CNc2nc(-c3ccoc3)nc3ccccc23)c1,-12.9%,.
CNc1ncnc2ccc(-c3ccccc3CN(C)C)cc12,-13.6%,.
Cc1cnc(CNc2nc(-c3c(C)noc3C)nc3ccccc23)cn1,7.3%,.
COc1cccc(Nc2ncc3nc(-c4cn(C)c5ccccc45)c(=O)n(C[C@H]4CCCO4)c3n2)c1,-7.4%,.
O=c1c(-c2ccc(F)c(F)c2)nc2cncnc2n1Cc1ccc(F)cc1,6.2%,.
COC(=O)c1ccc(CSCc2ccc(C#N)cc2)cc1,1.4%,.
CN1CCN(c2ncc3nc(-c4cccs4)c(=O)n(Cc4cccs4)c3n2)CC1,-4.4%,.
CS(=O)(=O)N1CCC2(CC1)CN(c1ccccc1)C2,7.7%,.
COc1ccc(NC(=O)N2CC[C@@]3(CCCN(C(=O)c4cccc(F)c4)C3)C2)cc1,12.4%,.
Cc1nc2cnc(N(C)C)nc2n(C[C@H]2CCCO2)c1=O,-3.5%,.
COc1ccc(NC(=O)N2CCC3(CC2)CCN(C(=O)c2ccncc2)CC3)cc1,1.7%,.
CN(Cc1ccco1)c1cc(-c2cccnc2)ncn1,-3.1%,.
O=C1C2=C(C(=O)c3ccccc31)C1O[C@](CCCCN3C(=O)c4ccccc4C3=O)(Cc3ccccc31)O2,3.0%[12.8 µM],.
O=C(c1cnccn1)N1CCC2(CCN(Cc3nccs3)CC2)CC1,-7.9%,.
CN1CCN(c2nc(-c3ccc4c(c3)OCO4)nc3ccccc23)CC1,-14.0%,.
O=S(=O)(O)c1cc(N=C=S)ccc1/C=C/c1ccc(N=C=S)cc1S(=O)(=O)O,2.7%,.
c1ccc(C(c2ccccc2)N2CCCC3(CCNCC3)C2)cc1,1.6%,.
COc1ncc2nc(-c3cccs3)c(=O)n(Cc3ccc(F)cc3)c2n1,24.4%,.
Cc1ccc(S(=O)(=O)N2CCSC2=Nc2ccccc2)cc1,6.7%,.
O=C(Nc1ccccc1)N1CC2(CCN(S(=O)(=O)c3ccccc3)CC2)C1,-16.0%,.
COc1ccc(CNc2ccnc(-c3c(C)noc3C)n2)c(OC)c1,6.3%,.
Cc1ccccc1-c1cc(NCc2ccccc2)ncn1,-25.9%,.

# Remaining list, next part:
SMILES,N370S GC mod,TDP1 block
O=c1c(-c2cccc(Cl)c2)nc2cncnc2n1Cc1ccccc1,24.3%,.
COc1ccc(NC(=O)N2CC3(CCN(C(=O)c4ccc(OC)cc4)CC3)C2)cc1,12.4%,.
COc1ccc(Oc2ncc3nc(C)c(=O)n(Cc4cccc(OC)c4)c3n2)cc1,6.8%,.
O=c1cnc2cnc(N3CCNCC3)nc2n1Cc1cccs1,-14.7%,.
CCC[C@@H]1C[C@@]1(CCC)C(NP(=O)(c1ccccc1)c1ccccc1)c1ccc(Cl)cc1 (stereo partly drawn),24.2%,.
COc1ccc(-n2c(=O)c(C)nc3cnc(N(C)C)nc32)cc1,19.9%,.
COCC(=O)N1CCC[C@@]2(CCN(Cc3cc(C(F)(F)F)cc(C(F)(F)F)c3)C2)C1,15.9%,.
N#Cc1ccsc1NC(=O)CN1C(=O)NC2(CCCC2)C1=O,-0.6%,.
COC(=O)N1CCC2(CC1)CN(C(=O)Nc1ccc(OC)cc1)C2,-16.0%,.
O=c1cnc2cnc(N3CCOCC3)nc2n1C[C@H]1CCCO1,-5.2%,.
O=C(Oc1ccccc1)N1CCC2(CC1)CCN(c1cccc(-c3ccccc3)c1)CC2,-16.1%,.
COc1ccc(C(=O)N2CCC3(CC2)CCN(c2ccccc2)CC3)cc1,-4.7%,.
O=C(c1csnn1)N1CCC[C@@]2(CCN(c3ncccn3)C2)C1,7.6%,.
COc1cccc(Nc2ncc3nc(-c4cccs4)c(=O)n(C[C@H]4CCCO4)c3n2)c1,15.2%,.
CC(=O)OCC(OC(C)=O)C(OC(C)=O)C(OC(C)=O)C(OC(C)=O)C(COC(C)=O)OC(C)=O (stereo not drawn),13.1%,.
O=C(c1csnn1)N1CCC2(CCCN(c3ccc(-c4ccccc4)cc3)C2)CC1,3.1%,.
CC(C)CN1CCC2(CC1)CCN(C(=O)c1cnccn1)CC2,20.6%,.
COc1ccccc1CN1CCC2(CC1)CCN(C(=O)c1ccncc1)CC2,-0.4%,.
c1ccc(COc2ccc(-c3sc(Nc4ccccc4)n[n+]3-c3ccccc3)cc2)cc1,11.3%,.
COc1cccc(-c2nccc(NCCc3c[nH]c4ccc(OC)cc34)n2)c1,?,.
COc1cccc(-c2nc(N(C)C)c3ccccc3n2)c1,-9.2%,.
COC(=O)N1CCC[C@@]2(CCN(c3ncccn3)C2)C1,-5.7%,.
O=C(Nc1cccc(F)c1)N1CC[C@@]2(CCCNC2)C1,-1.6%,.
COCCn1c(=O)c(CCc2ccccc2)nc2cnc(Nc3ccccc3)nc21,22.3%,.
O=C(c1ccncc1)N1CCC[C@@]2(CCN(C(c3ccccc3)c3ccccc3)C2)C1,-3.7%,.

# Further entries.
SMILES,N370S GC mod,TDP1 block
COc1ccc([C@]23Cc4cc(OC)c(OC)cc4C(O2)C2=C(CCCC2=O)O3)cc1,4.6%[12.8 µM],.
COc1cccc(Nc2ncc3nc(CCc4ccccc4)c(=O)n(C)c3n2)c1,-0.9%,.
COc1ccc(-c2nc3cnc(Oc4cccc(Cl)c4)nc3n(CCC#N)c2=O)cc1,1.5%,.
Cc1cnc(CNc2ncncc2-c2ccccc2C)cn1,-16.5%,.
COc1ccc(Oc2ncc3nc(-c4cccc(C#N)c4)c(=O)n(Cc4cccc(OC)c4)c3n2)cc1,0.4%,.
O=C(Oc1ccccc1)N1CCC2(CC1)CCN(c1ccncc1)CC2,-1.9%,.
N#CCCn1c(=O)c(-c2ccccc2)nc2cnc(Oc3cccc(Cl)c3)nc21,2.1%,.
COc1ccc(C(=O)N2CCC[C@@]3(CCN(Cc4ccccc4OC)C3)C2)cc1,-17.9%,.
N#CCCn1c(=O)c(-c2cccc(C#N)c2)nc2cnc(Oc3ccccc3)nc21,21.9%,.
O=c1c(CCc2ccccc2)nc2cnc(Nc3ccccc3)nc2n1C[C@H]1CCCO1,7.1%,.
COc1ccc(Oc2ncc3nc(-c4cccs4)c(=O)n(C)c3n2)cc1,11.2%,.
COc1cccc(Cn2c(=O)c(-c3cccc(F)c3)nc3cncnc32)c1,20.5%,.
CC(C)NC(=O)N1CCCC2(CCN(C(=O)c3cc(C(F)(F)F)cc(C(F)(F)F)c3)CC2)C1,8.3%,.
O=C(c1ccncc1)N1CCC[C@@]2(CCN(c3cccc(-c4ccccc4)c3)C2)C1,-5.8%,.
CN1CCCC2(CCN(C(=O)c3cccc(F)c3)CC2)C1,18.1%,.
COc1cccc(Cn2c(=O)c(CCc3ccccc3)nc3cnc(N4CCOCC4)nc32)c1,8.2%,.
FC(F)(F)c1cc(CN2CC[C@@]3(CCCNC3)C2)cc(C(F)(F)F)c1,-9.2%,.
O=c1c(-c2ccc(Cl)cc2)nc2cnc(Nc3ccccc3)nc2n1C[C@H]1CCCO1,4.9%,.
N#CCCn1c(=O)c(-c2ccc(Cl)cc2)nc2cnc(Oc3ccccc3)nc21,5.7%,.
COc1ccc(NC(=O)N2CC3(CCN(C(=O)c4ccncc4)CC3)C2)cc1,-1.7%,.
COc1ccc(Oc2ncc3nc(C)c(=O)n(C)c3n2)cc1,0.3%,.
COC(=O)c1ccc(C2c3c(oc4cc(C)c(C)cc4c3=O)C(=O)N2CCCN(C)C)cc1 (stereo not drawn),-12.2%,.
CN1CCN(c2ncnc3ccc(-c4ccccc4C(F)(F)F)cc23)CC1,-1.2%,.
COc1cccc(/C=C2\SC(=S)N(NS(=O)(=O)c3ccc(C)cc3)C2=O)c1OC,-16.9%,.
O=C(c1ccco1)N1CCC2(CC1)CN(c1ncccn1)C2,3.3%,.

# Remaining list, next part.
SMILES,N370S GC mod,TDP1 block
CN(C)c1ncc2nc(CCc3ccccc3)c(=O)n(Cc3cccs3)c2n1,?,.
CC(C)(C)OC(=O)NCc1nnc(C(C(=O)OCc2ccccc2)c2ccccc2)s1 (stereo not drawn),.,-0.2%
Cc1ccc2c(c1)-n1c(nc3cc(F)ccc3c1=O)C(Cc1ccc(O)cc1)NC2=O (stereo not drawn),.,3.4%
O=C1NC(Cc2ccccc2)c2nc3ccccc3c(=O)n2-c2cc(Cl)ccc21 (stereo not drawn),.,0.0%
O=S(=O)(c1ccc2c(c1)OCCO2)C1CCN(S(=O)(=O)c2c(F)cccc2F)CC1,.,-0.4%
COc1ccc2nc3n(c(=O)c2c1)-c1ccccc1C(=O)NC3Cc1ccccc1 (stereo not drawn),.,0.6%
Cc1cc2c(s1)c1cnn(Cc3c(F)c(F)cc(F)c3F)c(=O)c1n2C,.,-2.6%
O=C(CNC(=O)c1ccccc1Cl)OC(C(=O)Nc1cc(C(F)(F)F)ccc1Cl)c1ccccc1 (stereo not drawn),.,-3.2%
CC(=O)O[C@]1(C(C)=O)CCC2C3CCC4=CC(=O)CCC4(C)C3(F)C(O)CC21C (stereo partly drawn),.,4.3%
O=C(NCc1ccccc1)n1cc(P(=S)(c2ccccc2)c2ccccc2)c2ccccc21,.,0.3%
